High-throughput results: PubChem, several laboratories
Wee1 stabilizer: Wee1 degradation inhibitors, primary screen, cell-based, HeLa, Wee1K328M-luciferase, luminescence. HeLa Luc-Wee1K328M stability; 100% = proteasome inhibitor MG132 effect. Wee1-like protein kinase (Homo sapiens), P30291. AID 1321, 2008. hit rate 1.2% among 220,000. reporter increase, % at 5 µM;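 active = activation above the mean of all tested compounds plus 3 SD, set per screening run, cut at about 8.8% in these data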;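 also: cells exposed to compound for 20 h before luminescence read; 0% = DMSO alone and 100% = MG132 at 30 µM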
Hck Nef HTS: inhibitors of Nef-activated human Hck kinase, primary screen, biochemical, Z-Lyte FRET, 384-well, Hck-YEEI; Tyrosine-protein kinase HCK (Homo sapiens), P08631; Recombinant Hck-YEEI plus Nef, Z-Lyte FRET kinase assay; inhibition, % at 20 µM; hit rate 0.68% among 220,000; AID 463187, 2010;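 active = Hck-Nef kinase inhibition above about 50%, limit read from the data; inactive = inhibition below that limit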;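 also: 0% = DMSO with Hck plus Nef and 100% = Hck alone without Nef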
Target sequence (P08631 whole entry, looked up): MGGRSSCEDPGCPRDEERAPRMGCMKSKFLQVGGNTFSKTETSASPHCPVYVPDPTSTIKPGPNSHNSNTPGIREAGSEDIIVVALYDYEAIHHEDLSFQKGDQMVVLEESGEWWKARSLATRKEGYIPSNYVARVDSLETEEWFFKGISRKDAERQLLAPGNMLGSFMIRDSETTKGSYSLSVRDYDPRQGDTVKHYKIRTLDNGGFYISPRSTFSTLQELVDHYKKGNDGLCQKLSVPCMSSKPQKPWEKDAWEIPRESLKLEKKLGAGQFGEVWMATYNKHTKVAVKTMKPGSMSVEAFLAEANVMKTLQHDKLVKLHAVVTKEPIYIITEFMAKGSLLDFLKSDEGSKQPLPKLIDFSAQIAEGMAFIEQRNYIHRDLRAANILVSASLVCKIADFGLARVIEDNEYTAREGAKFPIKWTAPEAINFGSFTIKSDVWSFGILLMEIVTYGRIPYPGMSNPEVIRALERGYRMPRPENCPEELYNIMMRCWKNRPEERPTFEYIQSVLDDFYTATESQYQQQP
thrombin 1536: human alpha-thrombin inhibitors, primary screen, counter-screen for coagulation protease inhibitor project, biochemical, 1536-well, fluorogenic AMC substrate; hit rate 0.26% among 220,000; inhibition, % at 5 µM; Boc-VPR-AMC fluorogenic substrate cleavage;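 active = inhibition at or above 40%; inactive = inhibition below 40%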;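 also: 0% = enzyme with no compound and 100% = wells without enzyme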
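Material: human alpha-thrombin protein; Also added: Boc-VPR-AMC substrate, 15 µM final; Timing: enzyme reaction carried out at room temperature; Signal: fluorescence, ex 355 nm, em 460 nm; Measure: % inhibition of thrombin; Controls: enzyme without compound as high, wells lacking enzyme as low.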
Runt-CBFb FRET: inhibitors of RUNX1 Runt–CBFb binding, primary screen, biochemical, FRET, Cerulean-Runt, Venus-CBFb, uHTS; AID 1496, 2009; Cerulean-Runt/Venus-CBFb FRET ratio 530/480, 1 h; hit rate 0.46% among 220,000; inhibition, % at 20 µM; Runt-related transcription factor 1 (Homo sapiens) + Core-binding factor subunit beta …;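 active = inhibition over about 50% at 20 µM in the single-dose screen, limit read from the data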;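 also: 0% = DMSO wells and 100% = excess unlabeled CBFb competitor control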
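Doses: 20 µM compound in 1% DMSO | Material: Cerulean-labeled Runt domain protein | Amount: Each fluorescent fusion protein 100 nM | Schedule: Two 1 h room-temperature incubations shielded from light | Measured by: FRET fluorescence | Evaluation: Loss of energy transfer signal | Controls: Unlabeled CBFb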
14-3-3 Bad PPI: inhibitors of 14-3-3 zeta/Bad binding, primary screen, biochemical, TR-FRET, bovine 14-3-3 zeta; 14-3-3 protein zeta/delta (Bos taurus), P63103; TR-FRET 14-3-3zeta/Dy647-pBad peptide displacement, 1 h; inhibition, % at 21.7 µM; hit rate 0.71% among 220,000; AID 781, 2007;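 active = inhibition above about 70%, limit read from the data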;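 also: 0% = full 14-3-3 plus peptide FRET controls and 100% = background without 14-3-3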
Target sequence (P63103 whole entry, looked up): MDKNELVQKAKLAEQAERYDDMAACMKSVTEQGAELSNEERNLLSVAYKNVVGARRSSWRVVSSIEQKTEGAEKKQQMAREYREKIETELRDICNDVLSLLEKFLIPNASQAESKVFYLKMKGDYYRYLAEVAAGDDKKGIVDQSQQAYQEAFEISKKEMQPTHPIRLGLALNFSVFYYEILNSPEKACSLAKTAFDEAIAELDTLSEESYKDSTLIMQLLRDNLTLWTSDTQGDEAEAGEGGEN
FXIa inh 1536: human FXIa protease inhibitors, primary screen, biochemical, 1536-well | Coagulation factor XI (Homo sapiens), P03951 | purified FXIa, Boc-Glu-Ala-Arg-AMC fluorogenic substrate | inhibition, % at 5 µM | hit rate 0.14% among 220,000 | AID 798, 2007;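 active = inhibition of at least 40%; inactive = inhibition below 40%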;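 also: fluorescence of freed AMC excited at 355 nm; 0% = enzyme without compound and 100% = no enzyme blank; many of its hits are not listed in these tables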
KLK5 inh: human KLK5 protease inhibitors, primary screen, biochemical, 1536-well | Kallikrein-5 (Homo sapiens), Q9Y337 | recombinant hK5, fluorogenic AMC substrate cleavage | inhibition, % at 5 µM | hit rate 0.59% among 210,000 | AID 873, 2007;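 active = inhibition of 40% or more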;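 also: 0% = enzyme controls without compound and 100% = no-enzyme blanks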
Target sequence (Q9Y337 67-293 limits assumed): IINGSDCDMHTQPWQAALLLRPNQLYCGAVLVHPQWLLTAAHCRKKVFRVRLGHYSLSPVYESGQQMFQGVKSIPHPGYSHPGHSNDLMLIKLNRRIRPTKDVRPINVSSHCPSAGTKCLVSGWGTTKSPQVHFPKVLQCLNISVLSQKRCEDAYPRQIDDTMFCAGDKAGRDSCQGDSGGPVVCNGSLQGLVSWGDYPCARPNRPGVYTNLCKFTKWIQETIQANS
Runt-SMMHC FRET: inhibitors of RUNX1 Runt–CBFb-SMMHC binding, primary screen, biochemical, FRET, Cerulean-Runt, Venus-CBFb-SMMHC, uHTS. Runt-related transcription factor 1 (Homo sapiens) + Core-binding factor subunit beta …. Cerulean-Runt/Venus-CBFb-SMMHC FRET ratio 530/480, 1 h. inhibition, % at 20 µM. hit rate 0.74% among 220,000;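 active = mean inhibition across duplicate retests at 20 µM reaching about 50%, limit read from the data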;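 also: 0% = DMSO wells and 100% = wells with excess untagged CBFb-SMMHC; inhibitors lower the FRET ratio by blocking Runt binding to CBFb-SMMHC; some results filed as inactive read as strong as hits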
FXIIa inh: human FXIIa protease inhibitors, primary screen, biochemical, 1536-well; purified FXIIa, Boc-QGR-AMC fluorogenic substrate, 2 h; hit rate 0.3% among 220,000; inhibition, % at 5 µM; Coagulation factor XII (Homo sapiens), P00748; AID 800, 2007; in the data active = inhibition above about 40%;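 also: 0% = enzyme with no compound and 100% = blank without enzyme; many of its hits are not listed in these tables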
An asterisk follows results filed as active; · = not tested or not shown; [ ] = dose if it differs, or a comment.

Order of values – Wee1 stabilizer, Hck Nef HTS, thrombin 1536, Runt-CBFb FRET, 14-3-3 Bad PPI, FXIa inh 1536, KLK5 inh, Runt-SMMHC FRET, FXIIa inh
1	O=C(Cn1nnc2ccccc21)N/N=C/c1ccco1
→ -2, 4, -10, 9, 3[fluorescence artefact?], 0, -12, -4, 9
2	CCOC(=O)N1CCN(C(=O)c2ccc(Cl)c(S(=O)(=O)N3CCOCC3)c2)CC1
→ -2, 5, -2, 0, -7, -6, 3, 0, -1
3	COc1ccc(S(=O)(=O)NCc2csc(-c3cccnc3)n2)cc1
→ -2, 0, -7, -1, 1, -4, -32, 2, 7
4	N#CCCn1cc(/C=N/O)c(-c2ccc(F)cc2)n1
→ -2, 3, -19, 0, 2, 0, 4, 2, -7
5	Cc1ccc(N2CCN(C(=S)c3ccc(-c4cccc([N+](=O)[O-])c4)o3)CC2)cc1
→ -3, -23, 1, 16, 2, 14, ·, 1, 16
6	Cc1cccc2cc3c(N)c(C(=O)N4CCc5ccccc54)sc3nc12
→ 2, 1, -3, -1, -7, -4, -2, -29, 9
7	CCOC(=O)C(C)(C)N(Cc1ccc(C)cc1)S(=O)(=O)c1ccc(Cl)c([N+](=O)[O-])c1
→ -1, 2, -5, 0, 8, 23, 0, -2, 28
8	Cc1nn(C)c(C)c1/C=C/C(=O)c1ccccc1
→ 0, -13, 3, 2, -12, -5, -5, 2, 7
9	CCN(CC(=O)Nc1cccc(OC)c1)C(=O)c1ccc(C)s1
→ 0, 3, 3, 3, 1, -7, 4, -9, -12
10	O=C(CNC(=O)c1cccc(F)c1)N/N=C/c1cc(Br)ccc1OC(=O)/C=C/c1ccco1
→ -1, 4, 0, 7, 4[fluorescence artefact?], 0, -18, 5, 7
11	CN1CCN(c2ccc(NC(=O)COc3ccc(Cl)cc3Cl)cc2)CC1
→ 0, 2, -1, -2, -3, -4, -8, -1, 4
12	O=C(NCc1cccnc1)C(=O)NCC(c1ccco1)N1CCN(c2ccc(F)cc2)CC1 (stereo not given)
→ 2, 3, -7, -3, -15, 7, -19, -35, 12
13	Cc1nn2c(c1-c1ccc(Cl)cc1)N=C(c1ccco1)CC2c1ccccc1 (stereo not given)
→ 0, 0, 26, -4, -3[fluorescence artefact?], 23, 0, -35, 27
14	O=C(Nc1ccccc1F)C1CCN(C(=O)Cc2ccccc2)CC1
→ -2, 0, -5, 0, 0, 14, -7, -1, 6
15	N#Cc1ccc(C23CC4(C2)[C@H](CN(CC2CCCCC2)[C@@H]4c2ccccc2)C3c2ccccc2)cc1 (stereo not given in full)
→ ·, 32, -2, 1, -5, 1, 1, 1, 5
16	Nc1nnc(SCC(=O)N2CCN(c3ccccc3)CC2)n1-c1ccccc1
→ 0, 0, -8, -1, 52, 1, 1, -3, 3
17	CCCC(=O)Nc1nnc(SCC(=O)N2CCN(c3ccccc3)CC2)s1
→ 1, 8, -5, -11, 5, 0, 1, 8, 3
18	Brc1ccccc1OCCCN1CCCCCC1
→ -3, 8, -3, -1, 10, -5, 10, -2, 7
19	O=C(CNC(=O)/C(=C\c1ccccc1)NC(=O)c1ccc(Br)cc1)OCc1ccccc1
→ 3, 1, 3, -2, -10, -9, 0, 0, -6
20	CCNC(=S)Nc1ccc(-c2nc3ccccc3[nH]2)cc1
→ 0, -9, 1, 3, -4, -1, ·, 2, 3
21	O=C(N/N=C/c1sc(N2CCOCC2)nc1-c1ccccc1)c1ccc(O)cc1
→ -3, -3, 3, 9, -15, -3, -23, 16, -4
22	O=C(COc1ccccc1)NCCSCc1ccccc1Cl
→ 6, -9, 2, -1, 13, 4, 3, -5, 12
23	O=C(CSc1ccccc1)NCc1ccc(F)cc1
→ 4, -6, 3, 2, -7, -1, 2, -6, ·
24	COc1cccc(CNC(=O)C2CCCN(S(=O)(=O)c3c(C)n[nH]c3C)C2)c1 (stereo not given)
→ -3, -1, 7, 0, 4, 7, 1, -24, 13
25	COc1ccccc1NS(=O)(=O)c1cc(NC(=O)c2ccccc2F)ccc1N1CCOCC1
→ 2, -1, -3, 3, -3, -2, 0, -3, ·
26	CCOc1ccc(S(=O)(=O)NC2CCCCCC2)cc1
→ -1, 12, -5, -2, -3, -5, -11, 1, 3
27	CCOc1ccccc1-n1c(SCC(N)=O)nnc1-c1ccccc1
→ 4, 1, -6, 0, -10, -7, -8, 0, 0
28	O=C(NCCc1ccccc1)c1ccc(OCCOc2ccccc2)cc1
→ -1, 0, 2, 0, -1, 6, 80*, -7, 4
29	O=C(NNC(=S)Nc1ccccc1)c1ccc2ncccc2c1
→ -2, 28, -1, 5, -32, -29, 0, -5, 6
30	O=C(NC(=S)NCC1CCCO1)c1ccc([N+](=O)[O-])cc1 (stereo not given)
→ -2, 1, -5, 0, -13, -5, -21, -6, 4
31	O=C(NC(=O)c1cc(OCC(F)(F)F)ccc1OCC(F)(F)F)Nc1ccccc1
→ 0, 12, 1, 0, -5, 10, -3, 1, 5
32	Cc1occc1-c1nnc(SCC(=O)Nc2ccccc2)n1Cc1ccccc1
→ -4, -1, 22, -3, -14[fluorescence artefact?], 10, 26, 1, 22
33	Cc1ccc2[nH]c(=O)c(C(c3nnnn3C3CCCC3)N(Cc3cccnc3)Cc3ccco3)cc2c1 (stereo not given)
→ 2, 2, 10, 6, -7, 3, -4, 2, 19
34	CN(C)CCNc1oc(-c2cccc(Cl)c2)nc1C#N
→ -1, -2, 2, 1, -4, 6, -40, 1, 19
35	Cc1ccc(C)c(N2CCN(C(=O)C3CCCN(S(=O)(=O)c4cnc[nH]4)C3)CC2)c1 (stereo not given)
→ -3, -1, 3, 0, 5, 6, -4, -2, 8
36	CCOC(=O)N1CCC(NC(=O)CCC(=O)N2CCOc3ccccc32)CC1
→ -3, 2, -1, -1, 0, -7, -1, -3, -4
37	CC1(C)CC(NC(=O)c2coc(=O)c(Br)c2)CC(C)(C)N1
→ 1, 8, 3, -2, 1, 2, 0, 4, 13
38	COc1ccc(NC(=O)CCC(=O)N/N=C/c2cn(C)nc2C)cc1
→ 0, 6, -2, 3, 2, 0, 4, 0, 9
39	CC(C)(C)NC(=O)NCc1cccnc1
→ -2, 6, 3, 1, -7, 4, 5, -2, 3
40	Cc1ccc(-c2nc3n(n2)Cc2ccccc2-3)cc1
→ -1, 1, 3, -2, 0[fluorescence artefact?], 8, -6, -1, 15
41	CC(C)(C)NC(=O)CSc1nnc(-c2ccco2)n1Cc1ccco1
→ 1, -4, -6, 4, 7[fluorescence artefact?], 2, -1, 5, 12
42	O=C(c1cc2ccccc2oc1=O)N1CCN(CCc2ccccc2)CC1
→ 0, -3, -6, 50, -5, -2, 16, 77*, 13
43	O=C(Oc1cc(=O)oc2ccccc12)c1ccccc1
→ 0, 4, -3, 0, 2, -1, -4, -5, 4
44	CC(=O)/C(C(=N)N1CCN(c2cccc(Cl)c2)CC1)=C(\C)O
→ 1, -7, 0, 0, 3, 4, -5, -8, 17
45	C/C(=N/NC(=O)c1cc(Cl)ccc1O)C12CC3CC(CC(C3)C1)C2
→ -3, 0, -8, -1, -7, -10, -227, 1, -1
46	Cc1cccc(OCCCN2C(=O)C(=O)c3cc(C)ccc32)c1
→ -3, 26, 1, ·, 4, 3, 6, ·, 15
47	Cc1ccccc1N/C=C/C(=C(C#N)C#N)N(C)C
→ 1, 3, 2, 0, 2, 2, -1, 0, 19
48	CCCCn1cnc2c1c(=O)[nH]c(=O)n2CCCC
→ 2, 0, -4, -1, 9[fluorescence artefact?], -3, -3, -9, 9
49	CC(C)Cn1c(N)c(C(=O)COC(=O)/C=C/c2cccs2)c(=O)n(C)c1=O
→ 3, 23, -8, -2, -1, 2, 0, -1, -2
50	Fc1ccc(-c2nnc(-c3ccc(Cl)cc3)o2)cc1
→ -1, 3, -7, 1, -2, 3, -10, 0, 14
51	CCOC(=O)NC(NCCc1ccccc1)(C(F)(F)F)C(F)(F)F
→ 1, -20, -2, 0, 1, -5, -7, -4, 4
52	COc1ccc(OC)c(NC(=O)CC2SC(=Nc3ccc(F)cc3)N(CCC3=CCCCC3)C2=O)c1 (stereo not given)
→ 4, -1, -3, 2, -8, 21, -5, 1, 24
53	Cc1c(NC(=S)N/C(=N/S(=O)(=O)c2ccc(Cl)cc2)c2ccccc2)c(=O)n(-c2ccccc2)n1C
→ 2, -3, -4, 2, -6, -3, -5, 10, 3
54	Cc1cccc(Cc2c(C)nc3c(C(=O)NCc4ccco4)cnn3c2C)c1
→ 3, 1, 2, 0, -9, 5, 12, 3, 16
55	O=C(Nc1cccc(S(=O)(=O)N2CCOCC2)c1)[C@@H]1CCCN1S(=O)(=O)c1ccc(Cl)cc1
→ 6, -3, -1, -6, 2, 6, -22, 2, 12
56	O=S(=O)(CCc1nc2ccccc2o1)c1ccc2ccccc2c1
→ 3, -14, 4, 1, 0, 19, 0, 1, 27
57	COC(=O)c1ccc(C(=O)NN)cc1
→ -1, 9, -1, -1, 0, -4, 2, 1, 6
58	COC(=O)c1c(-c2ccc(C)cc2)csc1NC(=O)c1c(-c2ccccc2)noc1C
→ 6, 0, -6, -6, -17, -5, -12, -4, 1
